N-glyco inh: N-linked glycosylation inhibition; actives 0.23% (n = 360,000); reporter increase, % at 12.5 µM; AID 588692; D54 ERlucT glycosylation luciferase reporter, 24 h; percent of 100 nM tunicamycin response;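 active = mean luciferase reporter signal, scaled so untreated is 0 and the glycosylation-blocking control 100, at or above a set limit in every replicate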;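 also: luciferase carries N-glycosylation sites so blocking glycosylation raises the light; 0% = median of neutral control wells and 100% = median of 100 nM tunicamycin wells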
MC4R antagonist: blocks human MC4R cAMP signaling | MC4R-expressing cells, MTII-stimulated cAMP, LANCE TR-FRET | AID 540295 | inhibition, % at 6.5 µM | actives 0.48% (n = 360,000);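 active = inhibition above its plate's cutoff, the mean of tested wells on that plate plus 3 SD, cut at about 29% in these data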;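 also: 0% = Melanotan II alone and 100% = Melanotan II plus saturating MCL0020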
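System: U2OS-MC4R stable cell line; Technique: Eu-cAMP/anti-cAMP TR-FRET, emission 671 nm; Repeats: single well per compound; Also added: Melanotan II; Dosing: one concentration, 6.5 µM nominal; Schedule: 30-min compound, 1-h challenge, 1-h detection, room temperature.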
H9c2 protect: modulators protecting cardiomyocytes from myocardial damage. H9c2 cardiomyocytes, H2O2 injury protection, ATPLite, 2 h. protection from H2O2 cell death, % at 20 µM. actives 0.63% (n = 360,000);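 active = compounds giving at least 50% protection of heart cells from peroxide-induced death in the single-dose screen, raw or plate-pattern-corrected value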;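 also: 0% = DMSO wells with peroxide and 100% = DMSO wells without peroxide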
CaV13 FRET inh: Primary screen for inhibitors of IQ motif and Ca2+-dependent inactivation inhibitor domain binding in CACNA1D, Förster resonance energy transfer in living cells, …; HEK cells, CFP/YFP FRET ICDI-IQ, plate reader, 10 min; percent FRET-ratio fall versus neutral wells; inhibition, % at 12.3 µM; actives 0.098% (n = 340,000);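 active = mean replicate inhibition of at least 30% and at least 1% of replicates passing that level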;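 also: 0% = median of the neutral control wells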
Vif imaging: HIV Vif inhibition. HEK293T cells, Vif self-association by quenched fluorescence, imaging, 24 h. inhibition, % at 7.49 µM. actives 0.35% (n = 340,000); in the data active = inhibition above about 50%, passing the limit was not always enough; also: some results filed as inactive read as strong as hits
HTR2A ag: agonists of mouse serotonin 5-HT2A receptor (HTR2A) | AID 624169 | P35363 | activation, % at 7.6 µM | CHO-K1 mHTR2A beta-arrestin complementation, luminescence; percent of 30 µM serotonin response | actives 0.66% (n = 360,000);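 active = activation above a run cutoff, the mean activation of all tested compounds plus 3 SD, cut at about 14% in these data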;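 also: 0% = plate median of compound wells and 100% = 30 µM serotonin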
Target sequence (P35363 whole entry, looked up): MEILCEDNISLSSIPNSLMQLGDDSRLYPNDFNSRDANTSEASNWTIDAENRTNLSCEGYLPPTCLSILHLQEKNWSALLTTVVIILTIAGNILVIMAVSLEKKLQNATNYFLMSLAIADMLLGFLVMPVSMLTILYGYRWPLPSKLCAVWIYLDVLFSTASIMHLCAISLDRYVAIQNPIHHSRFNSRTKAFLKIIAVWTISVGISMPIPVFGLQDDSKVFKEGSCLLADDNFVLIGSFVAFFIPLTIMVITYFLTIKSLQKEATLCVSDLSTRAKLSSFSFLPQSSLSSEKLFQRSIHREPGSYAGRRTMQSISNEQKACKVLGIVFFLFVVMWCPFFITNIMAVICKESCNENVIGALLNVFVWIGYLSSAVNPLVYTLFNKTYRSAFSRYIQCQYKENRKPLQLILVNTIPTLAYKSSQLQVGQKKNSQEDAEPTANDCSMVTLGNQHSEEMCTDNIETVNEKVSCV
MC4R barr agon: human MC4R agonism via beta-arrestin | P32245 | U2OS MC4R beta-arrestin complementation, luminescence; percent of melanotan II response, DMSO zero | activation, % at 8.9 µM | actives 0.98% (n = 360,000);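 active = activation above a per-plate cutoff, the mean activation of sample wells on that plate plus 3 SD, cut at about 8% in these data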
PDI inh: PDI (human) enzyme inhibition; P07237; PDI insulin aggregation turbidity, A650, 90 min; inhibition, % at 10 µM; actives 0.052% (n = 350,000); AID 588391;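 active = mean inhibition across replicates of 30% or more, whatever share of single replicates reach that level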;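 also: absorbance from insulin aggregation driven by PDI reduction with DTT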
Target sequence (P07237 whole entry, looked up): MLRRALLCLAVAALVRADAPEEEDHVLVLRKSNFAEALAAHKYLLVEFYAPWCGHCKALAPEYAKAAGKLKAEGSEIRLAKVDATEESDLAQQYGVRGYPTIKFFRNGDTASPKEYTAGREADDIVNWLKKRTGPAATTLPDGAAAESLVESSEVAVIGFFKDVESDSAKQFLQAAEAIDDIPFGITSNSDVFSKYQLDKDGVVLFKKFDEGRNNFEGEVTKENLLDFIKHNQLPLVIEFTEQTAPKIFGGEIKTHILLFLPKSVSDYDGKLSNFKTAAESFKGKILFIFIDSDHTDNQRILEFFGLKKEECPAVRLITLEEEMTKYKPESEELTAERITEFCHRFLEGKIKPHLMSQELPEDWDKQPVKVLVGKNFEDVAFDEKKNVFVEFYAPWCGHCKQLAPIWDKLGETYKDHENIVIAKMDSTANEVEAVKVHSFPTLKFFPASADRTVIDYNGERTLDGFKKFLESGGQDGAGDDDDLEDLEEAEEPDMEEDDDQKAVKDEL
ABCB6 inh 2: human ABCB6 transporter inhibition. K562-ABCB6 porphyrin accumulation, flow cytometry, 1 h; active compounds read low. actives 0.19% (n = 360,000). AID 602162. Q9NP58. fluorescence ratio to DMSO, % at 10 µM;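 active = fluorescence ratio to DMSO below 75%, the collection mean minus 3 SD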;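 also: signal is porphyrin accumulated inside mitochondria; 100% equals median channel fluorescence of DMSO control wells; lower ratio means ABCB6 inhibition with less porphyrin fluorescence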
aDG glyco up: alpha-DG glycosylation activation. Pro5-aDG cells, alpha-DG glycosylation AlphaScreen (IIH6); 0% Pro5, 100% B10-LARGE cell signal. activation, % at 10 µM. actives 0.22% (n = 360,000). AID 624168;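 active = activation of at least 8% versus controls, or a plate z-score of at least 8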;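 also: Pro5 are CHO cells carrying HIG-tagged alpha-DG that lacks glycosylation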
* = called active by the depositor.

For COc1ccccc1N1CCN(C(=O)CNC(=O)c2ccc(Cl)cc2Cl)CC1 the results were N-glyco inh -1, MC4R antagonist 7, H9c2 protect 0, CaV13 FRET inh -2, Vif imaging 21, HTR2A ag -3, MC4R barr agon -0.2, PDI inh -5, ABCB6 inh 2 98 and aDG glyco up 0.1.
COc1ccccc1N1C(=O)CC(Nc2ccc(N3CCOCC3)cc2)C1=O (centres undefined) was read as N-glyco inh 3, MC4R antagonist 2, H9c2 protect 13, CaV13 FRET inh -4, HTR2A ag -4, MC4R barr agon 0.1, PDI inh -7, ABCB6 inh 2 92 and aDG glyco up -0.3.
`C=CCSc1nnc(NC(=O)c2ccc3c(c2)OCCO3)s1` gave N-glyco inh -12, MC4R antagonist -2, H9c2 protect -7, CaV13 FRET inh -4, Vif imaging -3, HTR2A ag 4, MC4R barr agon 3.9, PDI inh -5, ABCB6 inh 2 98 and aDG glyco up -0.1.
For O=C(COc1ccc(F)cc1)NC1CC1 the results were N-glyco inh 3, MC4R antagonist 7, H9c2 protect 2, CaV13 FRET inh -6, Vif imaging -2, HTR2A ag 1, MC4R barr agon -1.3, PDI inh -9, ABCB6 inh 2 100 and aDG glyco up 0.2.
Screening CC1CN(c2ccc(Cl)cc2)c2nc3c(c(=O)[nH]c(=O)n3C)n2C1 (centres undefined) returned N-glyco inh 2, MC4R antagonist 9, H9c2 protect 0, CaV13 FRET inh -5, Vif imaging -6, HTR2A ag -4, MC4R barr agon 1.5, PDI inh 20, ABCB6 inh 2 98 and aDG glyco up 0.4.
For COc1cccc(CNC(=O)c2cc3c(c(-c4cccc(-c5cccc(C#N)c5)c4)n2)[C@H](CCO)N(S(=O)C(C)(C)C)C3)c1 (some centres undefined) the results were N-glyco inh -1, H9c2 protect 16, CaV13 FRET inh -5, HTR2A ag 4, ABCB6 inh 2 100 and aDG glyco up -0.2.
CCOc1cnc(-c2c(-c3c(Cl)cccc3Cl)noc2C)o1 was read as N-glyco inh -1, MC4R antagonist -5, H9c2 protect -8, CaV13 FRET inh -4, Vif imaging -2, HTR2A ag 0, MC4R barr agon 3.4, PDI inh -1, ABCB6 inh 2 98 and aDG glyco up 0.3.
`CC(=O)Nc1ccc(C(=O)Nc2cccc(S(=O)(=O)N(C)c3ccccc3)c2)cc1` gave N-glyco inh -2, MC4R antagonist 8, H9c2 protect 0, CaV13 FRET inh -3, Vif imaging 3, HTR2A ag 7, MC4R barr agon 0.8, PDI inh 0, ABCB6 inh 2 96 and aDG glyco up 0.1.
CCN(CC)CCNC(=S)NC(=O)c1cn(-c2ccccc2)nc1-c1ccc(OC)cc1 was read as N-glyco inh -2, MC4R antagonist 3, H9c2 protect -2, CaV13 FRET inh 2, Vif imaging 3, HTR2A ag -6, MC4R barr agon -0.3, PDI inh 9, ABCB6 inh 2 97 and aDG glyco up 3.2.
For Cn1c(=O)c2c(ncn2CC(=O)Nc2ccc3c(c2)OCO3)n(C)c1=O the results were N-glyco inh 3, MC4R antagonist 17, H9c2 protect 5, CaV13 FRET inh -7, Vif imaging -7, HTR2A ag 4, MC4R barr agon 0.9, PDI inh 0, ABCB6 inh 2 101 and aDG glyco up 0.9.
Screening CC(C)(C)c1cc(/C=N/NC(=O)C[n+]2ccccc2)cc(C(C)(C)C)c1O returned N-glyco inh -3, MC4R antagonist 5, H9c2 protect -9, CaV13 FRET inh -1, HTR2A ag 8, MC4R barr agon 0.3, PDI inh 9, ABCB6 inh 2 99 and aDG glyco up 0.1.
For CCC1=C(OC(=O)N(CC)CC)N2C(=O)OC(=NCC3CC3)[C@]2(Cc2ccccc2)[C@H]2C1=CC[C@H]1C(=O)NC(=O)[C@H]12 the results were N-glyco inh 2, MC4R antagonist 9, H9c2 protect 7, CaV13 FRET inh -10, Vif imaging -4, HTR2A ag 1, MC4R barr agon -0.4, PDI inh -2, ABCB6 inh 2 103 and aDG glyco up 0.2.
Screening COc1ccc(C2C(C(=O)NCc3cccnc3)c3cc(OC)c(OC)cc3C(=O)N2C)cc1 (centres undefined) returned N-glyco inh 3, MC4R antagonist 18, H9c2 protect 0, CaV13 FRET inh -4, Vif imaging -2, HTR2A ag -3, MC4R barr agon 1.5, PDI inh 5, ABCB6 inh 2 104 and aDG glyco up -0.1.
For Cn1nc(C(=O)NNC(=O)c2ccccc2F)c2ccccc2c1=O the results were N-glyco inh 3, MC4R antagonist 10, H9c2 protect 10, CaV13 FRET inh -5, Vif imaging -14, HTR2A ag -4, MC4R barr agon -0.4, PDI inh 2, ABCB6 inh 2 100 and aDG glyco up -0.2.
`CCOC(=O)c1cnc2c(C)c(C)ccc2c1Nc1ccc(S(=O)(=O)Nc2ncccn2)cc1` gave N-glyco inh 0, MC4R antagonist 17, H9c2 protect -2, CaV13 FRET inh -15, Vif imaging -5, HTR2A ag 1, MC4R barr agon -0.3, PDI inh -15, ABCB6 inh 2 100 and aDG glyco up 0.2.

The last two compounds of the part before open the next one:
For Cn1nc(C(=O)NNC(=O)c2ccccc2F)c2ccccc2c1=O the results were N-glyco inh 3, MC4R antagonist 10, H9c2 protect 10, CaV13 FRET inh -5, Vif imaging -14, HTR2A ag -4, MC4R barr agon -0.4, PDI inh 2, ABCB6 inh 2 100 and aDG glyco up -0.2.
`CCOC(=O)c1cnc2c(C)c(C)ccc2c1Nc1ccc(S(=O)(=O)Nc2ncccn2)cc1` gave N-glyco inh 0, MC4R antagonist 17, H9c2 protect -2, CaV13 FRET inh -15, Vif imaging -5, HTR2A ag 1, MC4R barr agon -0.3, PDI inh -15, ABCB6 inh 2 100 and aDG glyco up 0.2.
Cc1ccc(OCCN(C)C(=O)C2CCC(=O)N(Cc3ccccc3F)C2)cc1 (centres undefined) was read as N-glyco inh -1, MC4R antagonist 3, H9c2 protect 1, CaV13 FRET inh -6, Vif imaging -3, HTR2A ag 0, MC4R barr agon -3.0, PDI inh -4, ABCB6 inh 2 96 and aDG glyco up 0.5.
Screening CCN(C(=O)COC(=O)c1ccc2c(c1)OCO2)c1ccccc1 returned N-glyco inh 0, MC4R antagonist 3, H9c2 protect 7, CaV13 FRET inh -4, Vif imaging -1, HTR2A ag -1, MC4R barr agon -1.8, PDI inh 14, ABCB6 inh 2 98 and aDG glyco up 0.0.
`COc1ccc2oc(=O)c(C(=O)O)cc2c1` gave N-glyco inh 1, MC4R antagonist 0, H9c2 protect 1, HTR2A ag -2, MC4R barr agon -2.7, PDI inh -3, ABCB6 inh 2 91 and aDG glyco up -0.1.
For CCCCCC(=O)NNC1CC(=O)N(c2ccccc2)C1=O (centres undefined) the results were N-glyco inh 0, MC4R antagonist 5, H9c2 protect 2, CaV13 FRET inh -3, Vif imaging 8, HTR2A ag -6, MC4R barr agon -0.4, PDI inh 3, ABCB6 inh 2 98 and aDG glyco up 0.0.
O=C(CCc1nc(-c2ccccc2Cl)no1)NCC1CCCO1 (centres undefined) was read as N-glyco inh 3, MC4R antagonist 14, H9c2 protect -6, CaV13 FRET inh -7, Vif imaging 3, HTR2A ag 0, MC4R barr agon -1.1, PDI inh 2, ABCB6 inh 2 101 and aDG glyco up -0.2.
O=C(CCNC(=O)c1ccc(Br)o1)NCc1ccccn1 was read as N-glyco inh 2, MC4R antagonist 9, H9c2 protect 0, CaV13 FRET inh -5, Vif imaging -3, HTR2A ag 1, MC4R barr agon -2.3, PDI inh 1, ABCB6 inh 2 106 and aDG glyco up -0.1.
For O=C(CSc1n[nH]c(-c2ccncc2)n1)Nc1ccc(Cl)c(C(=O)O)c1 the results were N-glyco inh 0, MC4R antagonist -1, H9c2 protect 8, CaV13 FRET inh -3, Vif imaging 17, HTR2A ag -2, MC4R barr agon -0.7, PDI inh 10, ABCB6 inh 2 95 and aDG glyco up 0.0.
For Cc1ccc(NC(=O)c2ccc(NCc3ccc(F)cc3)nc2)cc1 the results were N-glyco inh 0, MC4R antagonist 21, H9c2 protect 11, CaV13 FRET inh -4, Vif imaging 0, HTR2A ag 1, MC4R barr agon -0.6, PDI inh 1, ABCB6 inh 2 101 and aDG glyco up 0.2.
Screening CS(=O)(=O)N(Cc1ccccc1)c1ccc(C(=O)N2CCc3ccccc3C2)cc1 returned N-glyco inh 0, MC4R antagonist 6, H9c2 protect 1, CaV13 FRET inh -5, Vif imaging -18, HTR2A ag 0, MC4R barr agon 0.6, PDI inh 1, ABCB6 inh 2 97 and aDG glyco up 0.0.
`COc1ccccc1C(=O)NC(=O)COC(=O)c1ccc([N+](=O)[O-])cc1Cl` gave N-glyco inh 1, MC4R antagonist 2, H9c2 protect -3, CaV13 FRET inh -6, Vif imaging 6, HTR2A ag 2, MC4R barr agon -1.4, PDI inh -8, ABCB6 inh 2 92 and aDG glyco up -0.3.
`COCC1CCN(C(=O)c2ccc(OC3CCN(Cc4ccccn4)CC3)cc2)C1` (centres undefined) gave N-glyco inh 0, MC4R antagonist 4, H9c2 protect 6, CaV13 FRET inh -6, Vif imaging -7, HTR2A ag -5, MC4R barr agon -2.2, PDI inh -2, ABCB6 inh 2 105 and aDG glyco up -0.2.
O=C(NC(=S)NCC1CCCO1)c1ccccc1F (centres undefined) was read as N-glyco inh 0, MC4R antagonist 1, H9c2 protect -10, CaV13 FRET inh -5, Vif imaging 4, HTR2A ag 1, MC4R barr agon 2.9, PDI inh -1, ABCB6 inh 2 92 and aDG glyco up 0.3.
COc1ccccc1N1CCN(C2CCCN(C(=O)CCn3cncn3)C2)CC1 (centres undefined) was read as MC4R antagonist 1, H9c2 protect -2, CaV13 FRET inh -3, HTR2A ag -3, MC4R barr agon 2.5, PDI inh 5, ABCB6 inh 2 101 and aDG glyco up -0.3.
For CCOc1cc2[nH]c(=S)n(Cc3ccc(C(=O)N4CCN(C)CC4)cc3)c(=O)c2cc1OCC the results were N-glyco inh -14, MC4R antagonist 11, H9c2 protect 2, CaV13 FRET inh -8, Vif imaging -4, HTR2A ag 4, MC4R barr agon -1.4, PDI inh 1, ABCB6 inh 2 106 and aDG glyco up 0.6.
Screening Cc1ccccc1CSc1nnc(C)c(=O)n1N returned N-glyco inh -1, MC4R antagonist 2, H9c2 protect -6, CaV13 FRET inh -2, Vif imaging 0, HTR2A ag -1, MC4R barr agon -2.7, PDI inh 3, ABCB6 inh 2 102 and aDG glyco up 0.0.
`Cc1ccc(C(=O)NCCCNCCCNC(=O)c2ccc(C)nc2)cn1` gave N-glyco inh 0, MC4R antagonist 9, H9c2 protect 6, CaV13 FRET inh 1, HTR2A ag 3, MC4R barr agon -1.0, PDI inh -1, ABCB6 inh 2 99 and aDG glyco up -0.2.
For O=C(Nc1ccc(N2CCOCC2)cc1)c1ccc(Cl)c(S(=O)(=O)N2CCCCC2)c1 the results were N-glyco inh -6, MC4R antagonist -2, H9c2 protect -22, CaV13 FRET inh -6, Vif imaging -2, HTR2A ag 6, MC4R barr agon 2.2, PDI inh -2, ABCB6 inh 2 99 and aDG glyco up 2.8.

High-throughput results: PubChem BioAssay, several laboratories
